# Screens as filed in PubChem BioAssay.
# IDE exosite FP = insulin-degrading enzyme (human) exo-site inhibition | P14735 | purified IDE, FL-6b probe fluorescence polarization; active compounds read low | z-score at 20 µM | 17,000 tested, 6.3% active | AID 1259349;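 active = z-score of -3 or lower, meaning strong loss of probe binding signal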;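 also: His-tagged human IDE residues 42-1019 made in E. coli with 30 nM FL-6b probe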
# Target sequence (P14735 42-1019 limits assumed): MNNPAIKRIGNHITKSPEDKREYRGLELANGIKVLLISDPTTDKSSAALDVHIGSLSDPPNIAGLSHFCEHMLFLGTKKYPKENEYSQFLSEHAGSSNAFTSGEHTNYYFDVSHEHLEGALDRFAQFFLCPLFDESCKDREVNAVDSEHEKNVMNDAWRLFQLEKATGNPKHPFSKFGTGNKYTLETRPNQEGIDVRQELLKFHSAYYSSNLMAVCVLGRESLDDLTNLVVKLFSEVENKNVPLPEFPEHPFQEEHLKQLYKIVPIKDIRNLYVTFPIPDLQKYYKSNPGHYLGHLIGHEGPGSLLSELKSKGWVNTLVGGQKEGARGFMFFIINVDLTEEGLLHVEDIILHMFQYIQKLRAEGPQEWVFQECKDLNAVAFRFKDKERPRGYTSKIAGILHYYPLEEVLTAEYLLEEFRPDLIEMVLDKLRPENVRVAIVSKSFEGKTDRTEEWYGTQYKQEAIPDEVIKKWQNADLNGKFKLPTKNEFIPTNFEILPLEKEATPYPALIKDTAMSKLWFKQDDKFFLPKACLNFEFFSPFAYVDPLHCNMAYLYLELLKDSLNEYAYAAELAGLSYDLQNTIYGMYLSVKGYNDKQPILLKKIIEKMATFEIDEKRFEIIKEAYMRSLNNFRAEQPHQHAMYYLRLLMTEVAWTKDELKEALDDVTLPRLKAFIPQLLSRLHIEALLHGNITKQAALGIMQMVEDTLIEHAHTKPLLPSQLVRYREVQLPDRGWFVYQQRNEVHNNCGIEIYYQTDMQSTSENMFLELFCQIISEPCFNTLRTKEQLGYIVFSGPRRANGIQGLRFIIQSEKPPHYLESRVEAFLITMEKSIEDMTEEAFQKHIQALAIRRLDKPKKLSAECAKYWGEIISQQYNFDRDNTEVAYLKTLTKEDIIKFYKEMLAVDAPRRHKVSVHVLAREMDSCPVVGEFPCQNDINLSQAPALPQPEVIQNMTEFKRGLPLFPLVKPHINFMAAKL
# * hit, by the source's call; & = joins results of further samples.
compound	IDE exosite FP
CN1C(=O)c2cc(NC(=O)c3cscn3)ccc2OC[C@@H]2O[C@@H](CC(=O)NCc3ccc(Cl)c(Cl)c3)CC[C@H]21	-0.206
CS(=O)(=O)N1C[C@@H](O)COC[C@@H]2O[C@H](CC(=O)NCc3ccccc3)CC[C@H]21	-0.102
N#C[C@@H]1[C@@H](c2ccccc2)[C@H](CO)N1C(=O)c1ccc2c(c1)OCO2	-0.312
CNC[C@@H]1OCCCC[C@H](C)Oc2ccc(NS(=O)(=O)c3ccc(F)cc3)cc2C(=O)N([C@@H](C)CO)C[C@H]1C	0.744
COc1ccc(S(=O)(=O)Nc2ccc3c(c2)C(=O)N([C@@H](C)CO)C[C@@H](C)[C@H](CN(C)S(=O)(=O)c2ccc(Cl)cc2)OCCCC[C@H](C)O3)cc1	-0.437
O=C1CNC[C@@H]2[C@@H](c3ccc(C4=CCCCC4)cc3)[C@H](CO)N12	0.487
O=C1CN(Cc2ccccc2)C[C@@H]2[C@H](c3ccc(Br)cc3)[C@H](CO)N12	-0.687
CCN(C[C@H]1N[C@@H](CO)[C@@H]1c1ccc(-c2cccc(F)c2)cc1)C(=O)COC	4.13

# Reprinted from the part before: 6 compounds, followed by the next part.
compound	IDE exosite FP
N#C[C@@H]1[C@@H](c2ccccc2)[C@H](CO)N1C(=O)c1ccc2c(c1)OCO2	-0.312
CNC[C@@H]1OCCCC[C@H](C)Oc2ccc(NS(=O)(=O)c3ccc(F)cc3)cc2C(=O)N([C@@H](C)CO)C[C@H]1C	0.744
COc1ccc(S(=O)(=O)Nc2ccc3c(c2)C(=O)N([C@@H](C)CO)C[C@@H](C)[C@H](CN(C)S(=O)(=O)c2ccc(Cl)cc2)OCCCC[C@H](C)O3)cc1	-0.437
O=C1CNC[C@@H]2[C@@H](c3ccc(C4=CCCCC4)cc3)[C@H](CO)N12	0.487
O=C1CN(Cc2ccccc2)C[C@@H]2[C@H](c3ccc(Br)cc3)[C@H](CO)N12	-0.687
CCN(C[C@H]1N[C@@H](CO)[C@@H]1c1ccc(-c2cccc(F)c2)cc1)C(=O)COC	4.13
COc1ccccc1S(=O)(=O)N1[C@@H]2CNC[C@H]1C2c1ccc(-c2cccnc2)cc1 (some centres not stated)	0.963&3.73
CCCNC(=O)N1[C@H](C#N)[C@H](c2ccc(-c3ccccc3F)cc2)[C@H]1CO	-1.03
CCCNC(=O)N1CC(=O)N2[C@H](CO)[C@@H](c3ccc(-c4cccc(C)c4)cc3)[C@@H]2C1	-22.4*
N#C[C@@H]1[C@@H](c2ccccc2C2=CCCCC2)[C@H](CO)N1S(=O)(=O)c1ccccc1	0.805
CN1CCN(C(=O)C[C@H]2CC[C@@H]3[C@H](COC[C@@H](O)CN3Cc3cccc(-c4ccncc4)c3)O2)CC1	2.23
C/C=C/c1ccc([C@@H]2[C@@H](CO)N3CCCCN(S(=O)(=O)c4ccc(OC)cc4)C[C@H]23)cc1	0.469
O=C(C[C@H]1C[C@@H]2c3cc(NS(=O)(=O)c4ccc(F)cc4)ccc3O[C@@H]2[C@@H](CO)O1)NCc1cccnc1	-0.663
CC(C)CC#Cc1ccc([C@H]2[C@@H](CO)N3CCCCN(C(=O)c4ccc5c(c4)OCO5)C[C@@H]23)cc1	4.43

# The final two entries of the section above are carried over, then new ones follow.
compound	IDE exosite FP
O=C(C[C@H]1C[C@@H]2c3cc(NS(=O)(=O)c4ccc(F)cc4)ccc3O[C@@H]2[C@@H](CO)O1)NCc1cccnc1	-0.663
CC(C)CC#Cc1ccc([C@H]2[C@@H](CO)N3CCCCN(C(=O)c4ccc5c(c4)OCO5)C[C@@H]23)cc1	4.43
CN(C)C(=O)c1cccc(-c2ccc([C@@H]3[C@@H](CO)N4CCCCN(C(=O)C5CCC5)C[C@H]34)cc2)c1	2.67
N#C[C@H]1[C@@H](c2ccc(C3=CCCCC3)cc2)[C@@H](CO)N1C(=O)c1ccccn1	4.48
COc1ccc(C[C@@H]2CCn3cc(nn3)COC[C@H](C)NC2=O)cc1	0.912
CC(C)C#Cc1ccc([C@H]2[C@@H](CO)N3C(=O)CN(C(=O)C4CCCCC4)C[C@H]23)cc1	-0.544
O=C1CN(Cc2ccccc2)C[C@H]2[C@H](c3ccc(-c4ccccc4)cc3)[C@@H](CO)N12	-0.958
COCCNC[C@@H]1[C@@H](c2ccccc2)[C@@H](CO)N1c1nc(C)c(C)s1	-1.14
CN1c2ccc(-c3ccccc3)cc2[C@H]2[C@H](CCN2C(=O)CC2CC2)[C@@H]1CO	1.72
C[C@@H]1CN([C@H](C)CO)C(=O)c2cc(C3=CCCC3)cnc2O[C@@H]1CN(C)C(=O)Nc1ccc(C(F)(F)F)cc1	-0.0439

# Additional structures follow:
compound	IDE exosite FP
COc1ccc(S(=O)(=O)Nc2ccc3c(c2)C(=O)N([C@H](C)CO)C[C@H](C)[C@@H](CN(C)S(=O)(=O)c2ccc(Cl)cc2)OCCCC[C@H](C)O3)cc1	1.43
Cc1noc(C)c1S(=O)(=O)N(C)C[C@@H]1OCc2ccccc2-c2c(n(C)c3ccccc23)C(=O)N([C@@H](C)CO)C[C@@H]1C	-1.1
CO[C@@H](CN(C)Cc1ccc2c(c1)OCO2)[C@@H](C)CN(C(=O)c1ccccc1)[C@H](C)CO	0.623
O=S(=O)(c1ccccc1F)N1CCCCN2[C@H](C1)[C@H](c1ccc(-c3ccccc3)cc1)[C@@H]2CO	0.639
COCC(=O)N1CC[C@@H]2[C@@H](CO)N(C)c3ccc(-c4cccc(F)c4)cc3[C@@H]21	1.86
C/C=C/c1ccc([C@@H]2[C@@H](CO)N3C(=O)CN(C(=O)Cc4cccnc4)C[C@H]23)cc1	1.12
CCC(=O)NC[C@H]1[C@H](c2ccc(C3=CCCC3)cc2)[C@H](CO)N1C(=O)C1CC1	2.43
N#C[C@@H]1[C@H](c2ccc(C3=CCCC3)cc2)[C@@H](CO)N1C(=O)Cc1ccncc1	3.1

# (cont.)
compound	IDE exosite FP
Cc1noc(C)c1NC(=O)Nc1ccc2c(c1)C(=O)N([C@@H](C)CO)C[C@H](C)[C@H](CN(C)Cc1ccc3c(c1)OCO3)OCCCC[C@@H](C)O2	0.961
CCCC#Cc1ccc([C@@H]2[C@H]3CN(Cc4ccncc4)CCCCN3[C@H]2CO)cc1	-0.542
CCCC(=O)N1CC2(CN(Cc3nccs3)C2)c2c([nH]c3cc(OC)ccc23)[C@H]1CO	1.03
COC(=O)C[C@H]1C[C@@H]2c3cc(N)ccc3O[C@@H]2[C@H](CO)O1	-0.331
O=C(C[C@H]1CC[C@H]2[C@@H](COC[C@@H](O)CN2C(=O)c2cc(Cl)cc(Cl)c2)O1)N1CCc2ccccc2C1	-0.822
C/C=C/c1ccc(C2[C@H]3CNC[C@@H]2N3Cc2nccs2)cc1 (some centres not stated)	2.31&0.776
CCCNC(=O)N1[C@H](CO)[C@@H](c2ccc(-c3ccccc3F)cc2)[C@@H]1C#N	0.797
COc1cccc(NC(=O)N2CC(=O)N3[C@@H](CO)[C@@H](c4ccc(Br)cc4)[C@@H]3C2)c1	-0.29

# New compounds follow:
compound	IDE exosite FP
O=C(c1ccc(F)cc1)N1CC(=O)N2[C@H](CO)[C@@H](c3ccc(C#CCC4CCCC4)cc3)[C@H]2C1	-1.04
C[C@@H]1CCCCO[C@@H](CN(C)C(=O)CCCN(C)C)[C@@H](C)CN([C@H](C)CO)C(=O)c2cc(NC(=O)Nc3ccc4c(c3)OCO4)ccc2O1	-0.122
CCCNC(=O)N1CC(=O)N2[C@H](C1)[C@@H](c1ccc(C#Cc3ccccc3)cc1)[C@@H]2CO	-4.24*
Cc1ccc(S(=O)(=O)N[C@H]2CC[C@H](CC(=O)NCc3ccncn3)O[C@@H]2CO)cc1	0.961
CN1c2ccc(Br)cc2[C@@H]2[C@@H](CCN2C(=O)c2ccc(F)cc2)[C@H]1CO	2.9
CCCC#Cc1ccc([C@H]2[C@@H](CO)N3CCCCN(S(=O)(=O)CC)C[C@H]23)cc1	3.29
Cc1ccccc1S(=O)(=O)N1CCCCN2[C@@H](CO)[C@H](c3ccc(-c4cncnc4)cc3)[C@@H]2C1	3.68
OC[C@@H]1[C@@H](c2ccc(C#Cc3ccccc3F)cc2)[C@H]2CN(CC3CCOCC3)CCCCN12	2.23

# Next results.
compound	IDE exosite FP
CCS(=O)(=O)N1Cc2cc(C(=O)NCC3CC3)nc(-c3cccc(-c4cccnc4)c3)c2[C@H]1CCO	2.56
O=C(CN1CCOCC1)N1[C@H](CO)[C@@H]2c3ccccc3NC[C@@H]21	3.18
COCC(=O)N1CC2(C1)CN(Cc1cccc(F)c1)[C@@H](CO)c1c2c2ccc(OC)cc2n1C	-0.117
OC[C@H]1[C@H](c2ccc(-c3ccccc3F)cc2)[C@H]2CN(Cc3cccnc3)CCCCN21	-1.79
C[C@@H](O)C#Cc1ccc([C@H]2[C@@H](CO)N3CCCCN(S(=O)(=O)c4ccccc4)C[C@@H]23)cc1	0.921
O=C(c1cccc(F)c1)N1CCCCN2[C@@H](CO)[C@H](c3ccc(-c4ccncc4)cc3)[C@@H]2C1	1.14
COc1ccccc1-c1ccc([C@@H]2[C@@H](C#N)N(C(=O)C3CCC3)[C@@H]2CO)cc1	-12.2*
COc1ccc(-c2ccc(C3[C@@H]4CN(S(=O)(=O)c5ccccc5C)C[C@H]3N4)cc2)cc1 (some centres not stated)	-0.842&0.85

# More records
compound	IDE exosite FP
N#C[C@@H]1[C@H](c2ccc(C#CC3CCCCC3)cc2)[C@@H](CO)N1C(=O)c1cccc(F)c1	0.622
N#C[C@H]1[C@@H](c2ccccc2-c2ccccc2)[C@H](CO)N1C(=O)Cc1ccccc1	0.0322
O=C(c1ccc2c(c1)OCO2)N1C[C@@H]2N[C@H](C1)C2c1ccc(-c2ccccc2F)cc1 (some centres not stated)	-2.76&-0.489
C[C@@H]1CCCCO[C@H](CN(C)S(=O)(=O)c2cn(C)cn2)[C@@H](C)CN([C@H](C)CO)C(=O)c2cc(NC(=O)Nc3cccc4ccccc34)ccc2O1	-1.2
CS(=O)(=O)N1CCCCN2[C@H](C1)[C@@H](c1ccc(C#Cc3ccccn3)cc1)[C@@H]2CO	-3.32*
COc1ccc(S(=O)(=O)Nc2ccc3c(c2)C(=O)N([C@@H](C)CO)C[C@H](C)[C@H](CN(C)C(=O)Nc2c(C)noc2C)OCCCC[C@@H](C)O3)cc1	-0.543
C/C=C/c1ccc([C@@H]2[C@@H](CN(C)C(C)=O)N(C(=O)NC(C)C)[C@H]2CO)cc1	0.749
CN1c2ccc(Br)cc2[C@@H]2[C@@H](CCN2S(=O)(=O)c2ccccc2F)[C@H]1CO	2.57

# The list goes on.
compound	IDE exosite FP
N#C[C@H]1[C@H](c2ccccc2)[C@H](CO)N1C(=O)c1ccc2c(c1)OCO2	-1.26
CC(C)C[C@H]1COCc2cn(nn2)CC[C@@H](C)C(=O)N1	-0.86
CN(C)CC(=O)N1[C@@H](CO)[C@H](c2ccccc2)C12CN(C(=O)c1ccc(F)cc1)C2	0.64
CS(=O)(=O)N1[C@@H](C#N)[C@@H](c2ccccc2-c2ccccc2F)[C@@H]1CO	1.2
COc1ccc(-c2ccc([C@H]3[C@H](CO)N4C(=O)CN(Cc5ccccc5)C[C@@H]34)cc2)cc1	1.17
C[C@@H]1CN([C@H](C)CO)C(=O)CCCn2nncc2CO[C@H]1CN(C)Cc1ccccc1C(=O)O	-1.51
COc1cccc(S(=O)(=O)N2CC[C@H]3[C@H](CO)Nc4ccc(C#Cc5cccnc5)cc4[C@H]32)c1	-1.78
COCC#Cc1ccc([C@H]2[C@H]3CN(C(=O)NC4CCCC4)CCCCN3[C@H]2CO)cc1	-0.149

# More results:
compound	IDE exosite FP
CCS(=O)(=O)N1CCCCN2[C@H](CO)[C@@H](c3ccc(-c4ccccc4)cc3)[C@@H]2C1	-2.01
OC[C@@H]1[C@H](c2ccccc2)[C@@H](CNCC2CCC2)N1CC1CC1	1.52
CN1C[C@H](O)COC[C@H]2O[C@@H](CC(=O)NC3CCCC3)CC[C@@H]21	-0.546
COc1ccc(C#Cc2ccc([C@@H]3[C@@H](CO)N4CCCCN(C(=O)Nc5ccccc5F)C[C@H]34)cc2)cc1	1.81
CN1CCN(C(=O)C[C@H]2CC[C@@H]3[C@H](COc4ccc(NC(=O)c5cccs5)cc4C(=O)N3C)O2)CC1	-0.977
CO[C@H]1CN(C)C(=O)c2cc(NC(=O)c3cnccn3)ccc2OC[C@@H](C)NC[C@@H]1C	2
CNC[C@@H]1OCc2ccccc2-c2ccccc2C(=O)N([C@H](C)CO)C[C@@H]1C	0.257
O=C(Nc1ccccc1)N1CC(=O)N2[C@@H](CO)[C@@H](c3ccc(C#CC4CCCCC4)cc3)[C@@H]2C1	0.124

# Further results
compound	IDE exosite FP
O=C1CN(S(=O)(=O)c2ccccc2)C[C@H]2[C@@H](c3ccc(C4=CCCC4)cc3)[C@@H](CO)N12	5.37
COc1ccc(C[C@@H]2CCn3cc(nn3)COCCCNC2=O)cc1	0.876
O=C(C1CC1)N1CC(=O)N2[C@H](C1)[C@@H](c1ccc(C#CCc3ccccc3)cc1)[C@@H]2CO	-0.965
COc1cccc(-c2ccc([C@@H]3[C@H]4CN(CC5CC5)CCCCN4[C@H]3CO)cc2)c1	-1.36
O=C(CN1CCOCC1)N1CC[C@@H]2[C@H](CO)Nc3ccc(Br)cc3[C@@H]21	3.95
C/C=C/c1ccc(C2[C@@H]3CN(C(=O)Cc4ccncc4)C[C@H]2N3)cc1 (some centres not stated)	2.82&2.25
C/C=C/c1ccc([C@H]2[C@@H](CO)N3CCCCN(CCC(F)(F)F)C[C@@H]23)cc1	0.827
CN(C)C(=O)C[C@@H]1C[C@@H]2c3cc(NC(=O)c4cccnc4)ccc3O[C@@H]2[C@H](CO)O1	-1.39
CCC(=O)N1[C@@H]2c3cccc(=O)n3C[C@H]1[C@H](CO)[C@H]2C(=O)NC1Cc2ccccc2C1	-0.277
C/C=C/c1ccc([C@H]2[C@H](CO)N[C@H]2CN(CC(C)C)C(=O)c2ccccn2)cc1	-1.98
COc1ccc(NC(=O)N(C)C[C@@H]2OCc3ccccc3-c3ccccc3C(=O)N([C@@H](C)CO)C[C@@H]2C)c(OC)c1	-0.478

# These rows are one share of the data; count on the stated rates, not on these rows.
